Screening results deposited in PubChem by NCI.
All columns: NCI-60 one-dose screen, growth in % after 48 h at 10 µM unless noted; 100 = growth as untreated, 0 = no growth, -100 = all killed.
PC-3: PC-3 prostate cancer cells; actives 3.9% (n = 80,000); AID 1794754
ACHN: ACHN renal cancer | actives 4.9% (n = 81,000) | AID 1794771
786-0: 786-0 renal cancer cells. actives 5.1% (n = 81,000)
RXF 393: RXF 393 renal cancer cells. actives 6.9% (n = 77,000)
SN12C: SN12C renal cancer cells; actives 3.8% (n = 81,000)
UO-31: UO-31 renal cancer; actives 5.2% (n = 81,000); AID 1794768
A498: A498 renal cancer cells. actives 5.4% (n = 76,000). AID 1794774
TK-10: TK-10 renal cancer cells; AID 1794769; actives 3.9% (n = 81,000)
CAKI-1: CAKI-1 renal cancer | actives 4.7% (n = 75,000)
An asterisk follows results filed as active; · = no result given; & = joins results of further samples; [ ] = another dose, or the depositor's remark. How the source made its calls: active means growth percent below 10; inactive means the rest.

mol	PC-3	ACHN	786-0	RXF 393	SN12C	UO-31	A498	TK-10	CAKI-1
Oc1ccccc1C=NCCSSCCN=Cc1ccccc1O	96	99	101	111	90	82	126	107	104
COc1ccc(/C=C2\C(=O)N=C3N2N=Cc2ccccc2N3c2ccccc2)cc1	91	95	96	100	92	77	105	109	84
O=C1C=Cc2ccccc2/C1=C/c1[nH]c(=O)[nH]c1O	27	55	28	34	61	52	33	65	69
COc1cccc(-c2nn(-c3ccccc3)cc2-c2ccnc(NCCCN)c2)c1	48	83	52	51	51	52	42	72	83
O=P(O)(OCC(Br)CBr)OCC(Br)CBr (configuration not stated)	101	121	98	113	105	96	·	102	91
c1ccc(OCc2ccc(COc3ccccc3)cc2)cc1	122	98	97	112	104	67	114	109	97
CCOC(=O)c1c(N2CCOCC2)[nH]c(=O)c(C=Nc2ccccc2OC)c1O	89	110	103	102	124	96	103	101	70
CCCSc1ccc(NC(=S)Nc2ccc(OCCC(C)C)cc2)cc1	99	112	100	51	100	113	100	91	93
O=S(=O)(NCCCNc1nccc(-n2ccc3cccnc32)n1)c1ccccc1	90	99	99	103	96	106	101	118	89
Nc1c(C(=O)Nc2cccc(Br)c2)sc2nc3c(cc12)C(O)CCC3 (configuration not stated)	23	51	45	-22*	37	32	-8.7*	57	26
CCN(CC)C(C)(C)COC(=O)Nc1ccccc1Cl	100	·	88	122	111	88	117	83	·
COc1cc(C2C3=C(COC3=O)N(CCO)c3cc4c(cc32)OCCO4)cc(OC)c1OC (configuration not stated)	14	21	1.8*	-8.9*	24	54	-29*	60	41
CC(=O)n1nc(C(=O)OC(C)C)c2cc(F)c(F)cc21	65	104	77	113	97	96	109	107	97
C#Cc1c2c(c(OC)c3c1OCO3)[C@H]([C@H]1OC(=O)c3c1ccc(OC)c3OC)N(C)CC2	76	94	95	92	100	87	73	76	86
Nc1nc(SCc2ccccc2)c2ncn(C3CCCC3)c2n1	83	-82*	99	99	107	90	102	125	102
C/C=C\Cc1ccc(OCCOC(=O)NC)cc1	85	105	90	92	100	83	89	69	95
CCC(CC)NCCOC(=O)c1ccccc1	95&102	102&109	103&100	106&112	104&107	98&84	115&86	94&98	87&98
O=[N+]([O-])c1ccc(S(=O)(=O)Nc2ccsc2-c2nc(-c3ccccc3)no2)cc1	75	95	96	105	98	75	92	116	82
Oc1ccc(C2=NN(c3ccccc3)C(c3ccccc3)C2)cc1 (configuration not stated)	82	85	106	110	96	66	102	116	·
O=c1[nH][nH]c(Nc2ccccc2)c1N=Nc1ccc(Cl)cc1	96	100	94	117	86	83	96	124	77
NC(=NCc1ccccc1)N/N=C\c1ccnc2ccccc12	82	96	79	92	84	65	52	69	84
Cc1cc(=O)[nH]c(=O)n1Cc1cn(-c2c3ccccc3nc3ccccc23)nn1	97	87	79	91	89	83	101	96	91
O=C1CC(c2nc3ccccc3n2Cc2ccc(Cl)cc2)CN1c1ccc(F)cc1 (configuration not stated)	74	97	97	83	101	82	·	98	92
CCOc1cc(CCNS(=O)(=O)c2ccc(C)cc2)c(C(C)=O)cc1OCC	33[100 µM]	76[100 µM]	75[100 µM]	87[100 µM]	81[100 µM]	-70*[100 µM]	62[100 µM]	85[100 µM]	36[100 µM]
C(=NCCN=Cc1c[nH]c2ccccc12)c1c[nH]c2ccccc12	84	92	109	107	88	75	94	125	92
CCN(CC)CCNC(=O)Nc1cccc2ccccc12	87	112	102	109	102	84	92	95	·
Cc1cc(C)c2c(n1)sc1c(Nc3ccc(OCc4ccc(Cl)c(Cl)c4)cc3)ncnc12	90	104	104	110	97	98	87	89	97
CCOC(=O)c1nc(-c2cccc(Cl)c2)nc2ccccc12	103	102	99	97	102	91	76	82	95
Cc1cc(Br)c(N)c(Br)c1	93	99	93	106	109	102	84	·	98
NS(=O)(=O)c1ccc(Nc2nc(Nc3ccccc3)nc3nnc(SCC(=O)NC4CCCCC4)n23)cc1	99	99	103	126	100	81	97	104	84

The last 2 entries of the section above lead into the next.
mol	PC-3	ACHN	786-0	RXF 393	SN12C	UO-31	A498	TK-10	CAKI-1
Cc1cc(Br)c(N)c(Br)c1	93	99	93	106	109	102	84	·	98
NS(=O)(=O)c1ccc(Nc2nc(Nc3ccccc3)nc3nnc(SCC(=O)NC4CCCCC4)n23)cc1	99	99	103	126	100	81	97	104	84
COc1cc(N=Nc2ccccc2OC)ccc1N	84	96	80	94	70	49	97	114	94
C=C1C(=O)O[C@H]2[C@H]1CC/C(COC(=O)NCc1ccc(Cn3c(=O)sn(-c4ccc(OC)cc4)c3=O)cc1)=C\CC[C@@]1(C)O[C@@H]21	70	-8.6*	51	42	65	-15*	89	1.1*	56
COc1ccc2nc(NC(=O)CSc3nnc4n3S(=O)(=O)c3ccccc3N4c3ccccc3)sc2c1	·	93	101	23	107	-40*	121	103	-0.6*
COc1ccc(-c2nc(SCCC(C)C)nc(NNC(N)=O)c2C#N)cc1	89	95	88	80	86	65	98	113	86
CC1=CC(=O)C(C(C)C)=CC1=O	98	104	102	96	101	92	76	97	105
O=[N+]([O-])c1cc(C(F)(F)F)ccc1Sc1ccc(C(F)(F)F)cc1[N+](=O)[O-]	85	87	103	93	73	77	87	99	45
CCCCCSc1ccc2nc(NC(=O)OCC)sc2c1	21	40	34	7.1*	53	38	-0.3*	50	28
COc1ccc([C@@H]2c3[nH]c4ccccc4c3C[C@H]3C(=O)N(C4CCN(CC5CCCCC5)CC4)CC(=O)N23)c(OC)c1	49	81	71	29	82	37	79	98	45
C(=C1c2ccccc2-c2ccccc21)c1ccccn1	78	96	87	81	80	80	98	92	52
CC1(C)CC(=O)C2=C(C1)N(c1ccc(OC(F)(F)F)cc1)C(N)=C(C#N)C2c1cc(Br)ccc1F (configuration not stated)	52	103	90	76	89	64	78	93	66
O=C(Nc1ccc([N+](=O)[O-])cc1NC(=O)c1ccccc1)c1ccccc1	63	88	97	81	97	60	135	124	91
O=C(/C=C/c1ccccc1)Oc1ccc(/C=C/c2cc(OC(=O)/C=C/c3ccccc3)cc(OC(=O)/C=C/c3ccccc3)c2)cc1	88	·	102	114	106	83	91	87	·
c1ccc(CCc2ccncc2)nc1	85	101	108	106	107	89	93	90	98
CSc1nc(N)n(/N=C(\C)c2cccs2)c(=O)c1C#N	96	105	110	124	102	78	·	201	94
COc1cc(N=Nc2ccc(N)cc2)c(OC)cc1N=Nc1ccccc1.[Cl][Zn][Cl]	91	91	110	114	102	53	116	140	75
Cc1ccnc(NS(=O)(=O)c2ccc(N=Nc3c(N)[nH]c(=O)[nH]c3=O)cc2)n1	95	102	98	113	103	73	104	111	94
Cc1ccc2nc(NC(=O)CSc3nc(-c4ccccc4)c(C#N)c4nnc(C)n34)sc2c1	97	98	101	96	97	72	96	130	85
CNC(=O)c1cc(Oc2ccc3c(c2)sc2nc(-c4ccc(NC(C)=O)cc4)cn23)ccn1	37	52	34	8.2*	52	44	-6.3*	61	·
Fc1ccc(Nc2ccc3c(OCCCN4CCOCC4)cccc3n2)cc1F	80	78	74	81	82	64	70	92	82
CCOC(=O)C1(CC)C(=O)C(=O)N(c2ccccc2)C1c1ccccc1 (configuration not stated)	95	108	100	120	97	86	95	101	85
BrC1CC(Br)c2c1c1c(c3c2C(Br)CC3Br)C(Br)CC1Br (configuration not stated)	82	87	116	80	109	40	117	121	94
CC1(C)N=C(N)N=C(N)N1c1ccc(F)cc1	63	100	31	56	106	88	111	96	101
O=C(CCCCCC1CCCCC1)OC1CCCC1	98	111	115	104	104	93	97	98	105
Nc1nc(-c2cc3c(cc2Cl)NC(=O)/C3=C/c2ccc(Cl)cc2)cs1	33	·	44	52	49	54	75	82	·
COc1cc2nc(-c3ccc(Cl)cc3)cc(OCCCNCC3CCCO3)c2cc1OC (configuration not stated)	52	47	43	31	47	57	48	·	17
Cc1cccc[n+]1CCC[n+]1ccccc1C	95	109	84	111	101	99	109	88	·
COc1ccc(N2C(=O)C(=S)N(c3ccc(C)cc3)C2=O)cc1	90	97	102	111	94	76	88	102	89
Cc1cc(O)c2c(c1O)C(=O)C13C(=C2O)C(=O)C2C(O)C1C1C(O)C3C(=O)C3=C(O)c4c(O)cc(C)c(O)c4C(=O)C321 (configuration not stated)	10	11	-33*	-14*	13	23	·	22	-34*
CCCCC[n+]1ccc(SCC(=O)N(C)c2ccccc2Br)c2ccccc21	102	105	104	126	99	85	·	102	98
CCOC(=O)c1nn(CC(O)c2ccccc2)c(NC(=O)Nc2cccc3ccccc23)c1C (configuration not stated)	81	99	102	102	82	68	82	113	91
COc1cc(OC)c(S(N)(=O)=O)cc1C(C)=O	95	107	101	121	97	97	·	95	96
C=CCOB(OCC=C)OCC=C	99	102	104	104	99	97	109	115	105
Cc1[nH]c(C2CC(c3ccc(C(F)(F)F)c(F)c3)=NN2c2ccccc2)c(C)c1C(=O)O (configuration not stated)	87	93	99	92	93	72	43	130	62
C=C(C)[C@@H]1CCC[C@]2(C(=O)O)CC[C@]3(C)[C@@H](CC[C@@H]4[C@@]5(C)C/C(=C/c6ccncc6)C(=O)C(C)(C)[C@@H]5CC[C@]43C)[C@@H]12	27	27	40	34	26	20	58	52	31
COC(=O)Nc1nc2ccc(C(=O)c3ccc(N(C)C4COC4)cc3)cc2[nH]1	24	39	28	22	31	45	10	66	31
NCCCC[C@@H](N)C[C@H]1O[C@@H](n2cnc3c(N)ncnc32)[C@H](O)[C@@H]1O	104	105	99	100	106	93	·	99	97
N=c1scc(-c2ccccc2)n1CC(=O)N1CCN(c2ccccc2)CC1	72	83	104	107	101	58	87	127	87
Cn1cccc1C(=O)c1n[nH]n2c1nc(=O)c1sc3c(c12)CCCC3	89	106	100	106	102	80	119	·	·
O=c1[nH]cc(S)c(=O)[nH]1	96	99	109	135	99	88	126	110	95

14 of the compounds above, with values under each structure:
Sequence of screens – PC-3, ACHN, 786-0, RXF 393, SN12C, UO-31, A498, TK-10, CAKI-1
Cc1cccc[n+]1CCC[n+]1ccccc1C
 : 95, 109, 84, 111, 101, 99, 109, 88, ·
COc1ccc(N2C(=O)C(=S)N(c3ccc(C)cc3)C2=O)cc1
 : 90, 97, 102, 111, 94, 76, 88, 102, 89
Cc1cc(O)c2c(c1O)C(=O)C13C(=C2O)C(=O)C2C(O)C1C1C(O)C3C(=O)C3=C(O)c4c(O)cc(C)c(O)c4C(=O)C321 (configuration not stated)
 : 10, 11, -33*, -14*, 13, 23, ·, 22, -34*
CCCCC[n+]1ccc(SCC(=O)N(C)c2ccccc2Br)c2ccccc21
 : 102, 105, 104, 126, 99, 85, ·, 102, 98
CCOC(=O)c1nn(CC(O)c2ccccc2)c(NC(=O)Nc2cccc3ccccc23)c1C (configuration not stated)
 : 81, 99, 102, 102, 82, 68, 82, 113, 91
COc1cc(OC)c(S(N)(=O)=O)cc1C(C)=O
 : 95, 107, 101, 121, 97, 97, ·, 95, 96
C=CCOB(OCC=C)OCC=C
 : 99, 102, 104, 104, 99, 97, 109, 115, 105
Cc1[nH]c(C2CC(c3ccc(C(F)(F)F)c(F)c3)=NN2c2ccccc2)c(C)c1C(=O)O (configuration not stated)
 : 87, 93, 99, 92, 93, 72, 43, 130, 62
C=C(C)[C@@H]1CCC[C@]2(C(=O)O)CC[C@]3(C)[C@@H](CC[C@@H]4[C@@]5(C)C/C(=C/c6ccncc6)C(=O)C(C)(C)[C@@H]5CC[C@]43C)[C@@H]12
 : 27, 27, 40, 34, 26, 20, 58, 52, 31
COC(=O)Nc1nc2ccc(C(=O)c3ccc(N(C)C4COC4)cc3)cc2[nH]1
 : 24, 39, 28, 22, 31, 45, 10, 66, 31
NCCCC[C@@H](N)C[C@H]1O[C@@H](n2cnc3c(N)ncnc32)[C@H](O)[C@@H]1O
 : 104, 105, 99, 100, 106, 93, ·, 99, 97
N=c1scc(-c2ccccc2)n1CC(=O)N1CCN(c2ccccc2)CC1
 : 72, 83, 104, 107, 101, 58, 87, 127, 87
Cn1cccc1C(=O)c1n[nH]n2c1nc(=O)c1sc3c(c12)CCCC3
 : 89, 106, 100, 106, 102, 80, 119, ·, ·
O=c1[nH]cc(S)c(=O)[nH]1
 : 96, 99, 109, 135, 99, 88, 126, 110, 95
